GAA glycogen mod – alters human alpha-glucosidase cleavage of glycogen | 300,000 compounds, 0.38% hits | Potency, µM (top dose mostly 76.4 µM), inactives show top-dose activity change, negative = inhibition, usual class: inhibitors | P10253 | recombinant GAA, glycogen substrate, Amplex Red glucose oxidase fluorescence;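 note: 0% = full enzyme reaction and -100% = no-enzyme basal signal; the screen sought inhibitors and activators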
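Natural-substrate format: glycogen cleavage by 4 nM human enzyme, glucose read by Amplex Red coupling (Ex 573, Em 610 nm). Normalized to enzyme and no-enzyme controls.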
aGlu spleen mod – lysosomal alpha-glucosidase (human) modulation; P10253; Potency, µM (top dose mostly 79.9 µM), without a hit: top-dose activity change, negative = inhibition, most hits filed as inhibitors; 240,000 compounds, 0.006% hits; AID 2112; human spleen homogenate, 4-MU-alpha-glucoside fluorescence;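 note: 0% = enzyme with vehicle and -100% = no enzyme basal signal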
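Human spleen homogenate (1 ug) incubated with compounds and 1 mM 4-methylumbelliferyl-alpha-D-glucopyranoside in pH 5.0 citrate/phosphate buffer, 37 C, 40 min. Stopped at pH 10; 4-MU fluorescence (Ex 365/Em 440 nm); AC50 by Hill fit.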
ALDH1A1 inh – inhibitors of human aldehyde dehydrogenase 1A1 | Purified ALDH1A1, NADH fluorescence, propionaldehyde substrate | Potency, µM (top dose mostly 75.3 µM), for the others: at the top dose activity, negative = inhibition, most hits filed as inhibitors | 220,000 compounds, 7.3% hits; active = well fitted inhibition curve with a large enough effect, not every such curve was filed as active; inconclusive = small, poorly fitted or top-dose-only effect, or another doubt; inactive = no such curve, though single readings can be large or run the other way;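 note: plate controls were no enzyme wells and a reference inhibitor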
GAA inh – inhibitors of human lysosomal alpha-glucosidase; Potency, µM (highest dose often 76.9 µM), for the others: at the top dose activity change, negative = inhibition, actives largely listed as inhibitors; 200,000 compounds, 0.005% hits; purified human GAA, 4-MU-alpha-glucoside fluorescence; P10253;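 note: plate controls were uninhibited enzyme wells for no effect and no-enzyme background for full effect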
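qHTS format, compound range up to 77 uM. Human lysosomal enzyme at 4 nM, 400 uM 4-MU glucoside substrate, pH 5.0, 20 min room temperature; fluorescence after alkaline stop gives activity normalized to controls.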
SMN2 splice enh – increases expression of the SMN2 splice variant | AID 1458 | Potency, µM (top dose mostly 46.1 µM), for the others: top-dose activity change, positive = activation, hits mostly activators | HEK293 SMN2-luciferase splicing reporter, luminescence, 30-36 h | 210,000 compounds, 2.8% hits; note: % of control where 0% means no effect; nearly all actives have a fitted effect of over 55% in size
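HEK293 cells carry an SMN2 […]–luciferase reporter in which exon 7 inclusion puts luciferase in frame. Cells were plated 10-12 h before compound addition, then incubated 30-36 h at 37C. ONE-Glo luminescence was read; sodium butyrate at 4.5 mM final served as control.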
GoLoco inh red – RGS12 GoLoco-Gai1 interaction inhibition | P63096 | Gai1:RGS12 GoLoco peptide FP, rhodamine, 10 min | Potency, µM (series often up to 61.6 µM), inactives show at the highest dose activity, negative = inhibition, usual class: inhibitors | 230,000 compounds, 0.44% hits; active = well fitted inhibition curve with a large enough effect, not every such curve was filed as active; inactive = no such curve, though single readings can be large or run the other way; note: % is set by controls: 0 for no effect and ±100 for the full control effect; nearly all actives have a fitted effect of over 30% in size; many of its hits are not listed in these tables
Target sequence (P63096 whole entry, looked up): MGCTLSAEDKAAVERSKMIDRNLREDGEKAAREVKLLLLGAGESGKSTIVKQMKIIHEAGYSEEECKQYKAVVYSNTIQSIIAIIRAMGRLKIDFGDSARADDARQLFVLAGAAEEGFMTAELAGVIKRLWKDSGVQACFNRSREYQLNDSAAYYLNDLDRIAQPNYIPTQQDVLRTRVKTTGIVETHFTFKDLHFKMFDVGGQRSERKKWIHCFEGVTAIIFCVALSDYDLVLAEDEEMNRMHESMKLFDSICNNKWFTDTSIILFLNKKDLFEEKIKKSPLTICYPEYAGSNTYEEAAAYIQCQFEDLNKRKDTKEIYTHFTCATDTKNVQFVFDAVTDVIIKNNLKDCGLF
GLA spleen mod – alpha-galactosidase A (human) modulation; P06280; human spleen homogenate, 4MU-alpha-Gal fluorescence, 40 min; Potency, µM (doses to about 80 µM), for the others: at the top dose activity change, negative = inhibition, most hits filed as inhibitors; 240,000 compounds, 0.008% hits; AID 2107;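 note: 0% = enzyme with vehicle and -100% = no enzyme basal signal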
Target sequence (P06280 32-429 limits assumed): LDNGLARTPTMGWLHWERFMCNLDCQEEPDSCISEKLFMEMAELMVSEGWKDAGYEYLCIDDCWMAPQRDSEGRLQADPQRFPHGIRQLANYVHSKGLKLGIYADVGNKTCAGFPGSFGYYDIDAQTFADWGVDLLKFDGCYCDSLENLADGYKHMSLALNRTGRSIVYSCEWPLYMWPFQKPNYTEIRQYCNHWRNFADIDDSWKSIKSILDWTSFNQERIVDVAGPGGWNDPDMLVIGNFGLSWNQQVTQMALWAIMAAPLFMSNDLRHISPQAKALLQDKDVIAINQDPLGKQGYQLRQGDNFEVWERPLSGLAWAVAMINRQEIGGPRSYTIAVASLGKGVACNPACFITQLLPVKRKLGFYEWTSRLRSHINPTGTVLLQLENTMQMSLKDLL
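qHTS titration in buffer at pH 5.0. Alpha-galactosidase activity in spleen homogenate was measured via 4-methylumbelliferone release from 1 mM fluorogenic substrate after 40 min at 37C and a pH 10 stop. AC50 came from Hill fits of control-normalized data.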
JMJD2E inh – blocks human JMJD2E demethylase activity; B2RXH2; JMJD2E catalytic domain, FDH-coupled NADH fluorescence (FDH is formaldehyde dehydrogenase); Potency, µM (doses to about 57.1 µM), without a hit: at the highest dose activity change, negative = inhibition, hits mostly inhibitors; 230,000 compounds, 1.6% hits; AID 2147; active = well fitted inhibition curve with a large enough effect, not every such curve was filed as active; inconclusive = small, poorly fitted or top-dose-only effect, or another doubt; inactive = no such curve, though single readings can be large or run the other way;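 note: 0% = wells with enzyme and -100% = buffer wells without enzyme; nearly all actives have a fitted effect of over 50% in size; many of its hits are not listed in these tables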
Target sequence (B2RXH2 1-337 limits assumed): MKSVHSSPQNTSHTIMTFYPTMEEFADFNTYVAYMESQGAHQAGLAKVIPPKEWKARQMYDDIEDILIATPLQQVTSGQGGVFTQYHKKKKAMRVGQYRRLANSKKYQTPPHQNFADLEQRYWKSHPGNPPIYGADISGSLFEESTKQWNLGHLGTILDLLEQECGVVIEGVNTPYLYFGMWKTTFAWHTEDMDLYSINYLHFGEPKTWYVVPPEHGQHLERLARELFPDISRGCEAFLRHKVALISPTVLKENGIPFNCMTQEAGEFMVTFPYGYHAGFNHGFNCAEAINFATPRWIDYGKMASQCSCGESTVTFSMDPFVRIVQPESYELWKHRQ
* = called active by the depositor; ? = inconclusive; nt = no result given; [ ] = another dose, or the depositor's remark. Unless noted, calls come from the whole dose curve; as a rule, active = well fitted curve in the direction sought with a large enough effect; inconclusive = small, poorly fitted or top-dose-only effect, or another doubt; inactive = no such curve, though single readings can be large; an effect the other way counts as inactive or inconclusive. Potency is the fitted concentration of half-maximal effect.

SMILES	GAA glycogen mod	aGlu spleen mod	ALDH1A1 inh	GAA inh	SMN2 splice enh	GoLoco inh red	GLA spleen mod	JMJD2E inh
CC(C)C(=O)Nc1cccc(C(=O)Nc2cc([N+](=O)[O-])ccc2Cl)c1	4%	6%	-9%	-1%	0%	-5%	0%	3%
c1cncc(-c2cccnc2)c1	4%	-5%	?	-2%	-8%	8%	-6%	-5%
COc1ccc(NC(=O)Cn2cc(S(=O)(=O)Cc3ccccc3)c3ccccc32)c(OC)c1	6%	-8%	?	-1%	-19%	3%	-3%	0%
COc1ccc(N(CC(=O)Nc2cccc(C(C)=O)c2)S(C)(=O)=O)cc1OC	5%	-4%	-2%	-3%	-24%	7%	-4%	-5%
O=c1[nH]c(Nc2ccccc2)cc2ccccc12	4%	-7%	?	-12%	9%	-23%	-4%	?
C#CCNC(=O)C1=C[C@@H](c2cn(C(C)=O)c3ccccc23)C[C@@H](OCCCCO)O1	-2%	7%	-4%	nt	nt	7%	13%	-6%
COc1ccc(CN2CCC(C(=O)NCCc3ccc(OC)c(OC)c3)CC2)c(OC)c1	5%	-5%	-14%	-3%	-14%	1%	4%	4%
CC(C)(C)c1ccc(NC(=O)Nc2ccc(OCC(=O)N3CCOCC3)cc2)cc1	2%	-2%	-2%	-4%	16µM*	2%	-3%	-1%
c1ccc(-c2csc(-c3cccnc3)n2)cc1	7%	1%	?	1%	nt	19%	-4%	?
CCOc1cc(N2CCOCC2)c(OCC)cc1NC(=O)CN1C(=O)NC(Cc2ccccc2)C1=O (stereo not given)	-12%	-4%	?	5%	3%	-5%	0%	-16%
COc1cc(NS(=O)(=O)c2ccc(NC(=O)COc3ccc(C)cc3C)cc2)nc(OC)n1	-4%	-12%	0%	3%	nt	nt	-1%	?
CCO[C@H]1OC(C(=O)N2CCN(C)CC2)=C[C@@H](c2ccc(C(F)(F)F)cc2)[C@@H]1CCCO	18%	7%	1%	nt	nt	-10%	4%	5%
C=CCN1C(=O)/C(=C/c2cccs2)S/C1=N\S(=O)(=O)c1ccc(F)cc1	-2%	9%	?	-6%	-3%	6%	8%	0%
O=C(O)c1cccc(NC(=O)c2cc(-c3cccc(Cl)c3)nc3ccccc23)c1	8%	-3%	-11%	0%	12%	4%	2%	-1%
Cc1cc(C)nc(NC(=NCCc2c[nH]c3ccccc23)NC(=O)c2ccco2)n1	-1%	-2%	3%	-6%	-14%	5%	-2%	2%
CCN(CC)C(=O)CSc1nc2sc3c(c2c(=O)n1-c1ccc(C)cc1)CC(C)(C)SC3	4%	-1%	?	-1%	-2%	1%	2%	-186%
CCN(CC)S(=O)(=O)c1ccc(NS(=O)(=O)c2cccs2)cc1	-14%	4%	?	0%	-21%	-5%	-7%	-8%
COc1ccc2c(c1)C(C)=CC(C)(C)N2C(=O)CSc1nnc(-c2ccc(C)cc2)o1	-19%	0%	5%	-8%	-48%[inhibitor]	-10%	-5%	-2%
N#Cc1ccsc1NC(=O)c1ccccn1	-1%	-15%	?	0%	-7%	19%	-17%	?
O=C1C2C3c4ccccc4C(c4ccccc43)[C@@H]2C(=O)N1c1cccnc1 (stereo not given in full)	6%	-23%	0%	0%	-25%	-3%	-1%	-5%
CSc1nc2c(cnn2-c2ccccc2)c(=O)n1N	1%	-13%	-6%	7%	?	8%	4%	-13%
Cc1ccc(NC(=O)CSc2nnc(Cn3c(=O)sc4ccccc43)n2C)cc1Cl	2%	0%	-11%	-3%	5%	0%	9%	6%
O=c1sc2ccccc2c(N2CCCCC2)c1[N+](=O)[O-]	6%	-6%	8%	10%	4%	10%	-7%	1%
O=[N+]([O-])c1ccc(-c2cn(-c3ccc(Cl)cc3)c(=S)[nH]2)cc1	5%	-3%	19%	1%	11%	6%	7%	10%
N#Cc1nc(-c2cccc3ccccc23)oc1N1CCCCC1	6%	-6%	?	7%	8%	1%	-5%	?

(cont.)
SMILES	GAA glycogen mod	aGlu spleen mod	ALDH1A1 inh	GAA inh	SMN2 splice enh	GoLoco inh red	GLA spleen mod	JMJD2E inh
CC(=O)c1ccc(-c2c(C)cc3oc(=O)cc(-c4ccccc4)c3c2C)cc1	nt	-3%[119 µM]	-15%	nt	nt	0%[88.7 µM]	-14%[119 µM]	nt
COc1ccc(CCNc2nc(-c3ccncc3)cs2)cc1OC	-10%	-2%	nt	nt	nt	3%	9%	-13%
O=C1S/C(=C\c2ccccc2)C(=O)N1CC(O)Cn1c2ccccc2c2ccccc21 (stereo not given)	1%	-1%	9%	0%	-7%	5%	3%	?
CCN(CC)C(=O)CN(Cc1ccccc1)S(=O)(=O)c1ccc(F)cc1	1%	-3%	6%	-1%	-4%	4%	-4%	5%
NC(=O)c1c(NC(=O)c2ccco2)sc2c1CCC2	0%	0%	?	1%	13µM*	5%	3%	-17%
CCOC(=O)CCCNC(=O)c1cncc(Br)c1	-4%	-7%	15%	-4%	-20%	8%	-10%	1%
COC(=O)N/N=C/c1ccc(-c2ccccc2Cl)o1	2%	7%	nt	nt	nt	6%	1%	-25%
Cc1nn(Cc2c(Cl)cccc2Cl)c(C)c1NC(=O)c1cn(-c2ccccc2)nc1-c1ccccc1	10%	2%	-4%	5%	nt	-3%	-3%	9%
O=C1OC(Nc2nccs2)c2ccccc21 (stereo not given)	3%	-4%	2%	0%	17%	3%	-5%	-6%
COc1ccc(CCNC(=O)c2ccc([N+](=O)[O-])cc2)cc1	-1%	-7%	nt	nt	nt	-2%	-1%	-3%
CC(CCc1ccccc1)NC(=O)COC(=O)c1cc(NS(=O)(=O)c2ccc(Cl)c([N+](=O)[O-])c2)ccc1O (stereo not given)	-7%	-7%	-3%	-3%	13%	18%	-4%	-2%
CCCNC(=O)COC(=O)c1ccc(-c2ccccc2)cc1	-17%	7%	5%	6%	-5%	8%	3%	-22%
CCOC(=O)CSC1=Nc2ccccc2C2=NC(CC(=O)NCc3cccs3)C(=O)N12 (stereo not given)	-18%	-8%	?	2%	nt	1%	-13%	-24%
CC(=O)N1CCC2(CCCN(c3ncccn3)C2)CC1	nt	-7%	?	nt	1%	3%	13%	nt
CC(C)(C)N(Cc1ccccc1)C(=O)COC(=O)CCc1c[nH]c2ccccc12	-10%	-12%	-12%	-12%	nt	nt	-18%	13%
CCOC(=O)C1=C(C(F)(F)F)Nc2ncnn2C1c1ccc(OC)cc1OC (stereo not given)	?	8%	9%	-4%	-1%	-4%	4%	1%
CCN(CC)C(=S)Nc1cc(C(=O)OC)ccc1C(=O)OC	0%	17%	?	?	-26%	-7%	?	?
COc1ccc(NC(=S)N(Cc2ccc(C)cc2)Cc2ccccn2)cc1	-6%	-2%	?	-2%	-13%	2%	-5%	4%
Cc1cc2ccccn2c1C(=O)c1cccc(S(=O)(=O)N2CCOCC2)c1	14%	3%	?	-9%	-63%[inhibitor]	0%	6%	-7%
COc1ccc(C2Nc3ccccc3C(=O)N2NS(C)(=O)=O)cc1OC (stereo not given)	3%	-8%	?	3%	1%	8%	-14%	?
O=C(COC(=O)Cc1ccccc1F)Nc1ccc(Cl)cn1	-7%	-3%	13µM*	0%	5%	-6%	1%	-3%
CCOc1cccc2cc(C(=O)NCc3cccnc3)c(=O)oc12	10%	-12%	-13%	3%	12%	-5%	-9%	-20%
Cc1ccc(C2CC(c3ccc(Cl)cc3)n3nc(N)nc3N2)cc1 (stereo not given)	8%	-8%	10%	6%	8%	1%	-5%	-6%
CC1CN(c2ccc(Oc3ccccc3)cc2)c2nc3c(c(=O)n(CC(N)=O)c(=O)n3C)n2C1 (stereo not given)	10%	-2%	nt	nt	nt	4%	-2%	?
O=[N+]([O-])c1ccc(C2=Nn3c(Cn4nnc5ccccc54)nnc3SC2)cc1	0%	5%	nt	nt	nt	1%	7%	-2%

Retrieved one by one from above, 3 records:
SMILES	GAA glycogen mod	aGlu spleen mod	ALDH1A1 inh	GAA inh	SMN2 splice enh	GoLoco inh red	GLA spleen mod	JMJD2E inh
CSc1nc2c(cnn2-c2ccccc2)c(=O)n1N	1%	-13%	-6%	7%	?	8%	4%	-13%
c1cncc(-c2cccnc2)c1	4%	-5%	?	-2%	-8%	8%	-6%	-5%
CC(C)(C)c1ccc(NC(=O)Nc2ccc(OCC(=O)N3CCOCC3)cc2)cc1	2%	-2%	-2%	-4%	16µM*	2%	-3%	-1%

Additional compounds follow.
SMILES	GAA glycogen mod	aGlu spleen mod	ALDH1A1 inh	GAA inh	SMN2 splice enh	GoLoco inh red	GLA spleen mod	JMJD2E inh
CCn1ccnc1CNCc1cn(-c2cc(C)ccc2C)nc1-c1ccccc1	17%	0%	-9%	-11%	-11%	9%	-6%	4%
Cc1cc(C)cc(N2C(=O)CSC2c2ccccn2)c1 (stereo not given)	2%	-2%	-4%	-2%	-39%[inhibitor]	-41%	-3%	13%
CC(C)(C)NC(=O)Cn1c(=O)oc2ccc(Cl)cc21	2%	-6%	2%	5%	2%	1%	-6%	-3%
CCC1Sc2ccccc2N(CC(=O)NC2CCCCC2)C1=O (stereo not given)	-5%	-5%	-8%	-1%	?	-8%	-10%	-4%
CCCCOc1ccc(-c2ncc(C(=O)O)c(C)n2)cc1	-2%	4%	22%	1%	14µM*	5%	4%	?
O=[N+]([O-])c1ccc(N=Cc2sc3ccccc3c2O)cc1	0%	-2%	?	-3%	25µM*	9%	1%	?
O=C(Nc1ccsc1C(=O)NC1CCCCC1)c1ccccc1	4%	-6%	4%	-5%	-2%	-2%	-3%	?
O=C1N=C(N2CCCCC2)S/C1=C\c1cn[nH]c1-c1ccccc1	-3%	-14%	?	-6%	?	9%	9%	-3%
CCCN1C(=O)/C(=C/c2ccccc2OCc2ccc(C(=O)O)cc2)NC1=S	-2%	9%	?	?	-28%	9%	3%	9%
COc1cc(CC(=O)OCC(=O)Nc2ccc(Cl)c(S(=O)(=O)N(C)C)c2)cc(OC)c1OC	-1%	3%	nt	nt	nt	-10%	-1%	-4%
Cc1ccc(C(=O)CC(=O)COc2ccc(Cl)cc2)cc1	13%	2%	4%	-7%	7%	8%	4%	?
CCN1CCN(c2ncnc3c2cnn3-c2ccc(Cl)cc2)CC1	5%	2%	nt	nt	nt	-1%	-1%	?
COc1ccccc1NC(=O)CCN1CCN(Cc2ccccc2)CC1	0%	3%	-5%	-11%	-5%	4%	5%	1%

Some of the compounds tested, so the mix of outcomes need not match the whole.
